RBX1-CUL1 inh: blocks human RBX1-Cullin-1 di-ubiquitin formation. inhibition, % at 10 µM. in vitro K48 di-Ub FRET, acceptor:donor ratio, 45 min. P62877+Q13616. 140,000 tested, 0.6% active. AID 1347404; in the data active = inhibition above about 25%
Target sequence (P62877 whole entry, looked up): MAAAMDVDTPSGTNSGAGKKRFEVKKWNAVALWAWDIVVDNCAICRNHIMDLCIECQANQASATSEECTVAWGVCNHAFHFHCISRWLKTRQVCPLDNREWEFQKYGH
Target sequence (Q13616 whole entry, looked up): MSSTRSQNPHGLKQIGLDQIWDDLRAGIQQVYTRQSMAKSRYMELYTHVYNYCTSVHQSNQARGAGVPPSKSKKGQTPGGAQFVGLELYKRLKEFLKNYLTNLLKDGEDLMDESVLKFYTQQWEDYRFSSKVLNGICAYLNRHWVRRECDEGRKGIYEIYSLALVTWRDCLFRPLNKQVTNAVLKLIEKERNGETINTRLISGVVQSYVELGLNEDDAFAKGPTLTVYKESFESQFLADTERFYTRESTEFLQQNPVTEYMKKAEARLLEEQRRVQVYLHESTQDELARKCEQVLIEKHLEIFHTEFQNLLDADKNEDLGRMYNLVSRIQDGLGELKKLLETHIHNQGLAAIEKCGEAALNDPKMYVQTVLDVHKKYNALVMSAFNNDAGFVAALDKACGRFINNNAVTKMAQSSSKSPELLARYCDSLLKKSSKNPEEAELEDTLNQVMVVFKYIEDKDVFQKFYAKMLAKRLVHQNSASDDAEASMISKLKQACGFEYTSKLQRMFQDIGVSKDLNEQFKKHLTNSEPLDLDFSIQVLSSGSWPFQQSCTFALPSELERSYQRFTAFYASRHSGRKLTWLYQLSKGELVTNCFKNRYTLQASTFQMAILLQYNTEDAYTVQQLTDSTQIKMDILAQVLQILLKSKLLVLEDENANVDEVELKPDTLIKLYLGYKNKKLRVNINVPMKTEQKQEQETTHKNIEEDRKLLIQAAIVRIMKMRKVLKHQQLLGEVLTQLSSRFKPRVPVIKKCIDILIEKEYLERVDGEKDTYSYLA
* hit, by the source's call. These rows are one share of the data; count on the stated rates, not on these rows.

SMILES	RBX1-CUL1 inh
CC(NC(=O)CSc1nc2ccccc2c(=O)n1N)c1ccccc1 (stereo unspecified)	7.0
O=C(NC1CCCc2nc(-c3cccnc3)ncc21)c1ncoc1C1CC1 (stereo unspecified)	-0.2
COc1ccc(C(=O)NC(NC(=S)Nc2ccccc2)C(Cl)(Cl)Cl)cc1 (stereo unspecified)	4.5
CCNc1ccc(-c2nc(-c3ccncc3)no2)cc1[N+](=O)[O-]	2.4
COc1ccc(-c2ccc(CCC(=O)O)n2CC(=O)Nc2cccc(C(F)(F)F)c2)cc1	11.3
CC(=O)C1=NN(c2ccc([N+](=O)[O-])cc2)C2(S1)SC(c1ccccc1)(c1ccccc1)c1ccccc12 (stereo unspecified)	-3.4
O=C(c1coc(Cn2cnc3ccccc32)n1)N1CCCN(C2CCCC2)CC1	-8.3
COC(=O)C1=NN(c2ccccc2)C2(S1)S/C(=C/c1ccc(Br)cc1)C(=O)N2c1ccccc1 (stereo unspecified)	-1.3
CCOc1ccc(N(CC)S(=O)(=O)N2CCCC(C(=O)NCc3ccc(SC)cc3)C2)cc1 (stereo unspecified)	-2.9
COc1ccc(N=C2NC(=O)C(Cc3ccccc3)C(=O)N2)cc1 (stereo unspecified)	0.8
CC(=O)N1CCc2nc3sc(C(=O)Nc4cc(C)on4)c(N)c3c(C(F)(F)F)c2C1	3.7
CSc1nc(C(=O)N2CCOC(CC3CCCCC3)C2)cs1 (stereo unspecified)	-5.6
COc1cc(CN(C(=O)COc2ccc(Cl)cc2)c2ccccn2)cc(OC)c1OC	6.6
COc1cc(C(=O)Nc2ncc(Cc3ccc(Cl)cc3Cl)s2)cc(OC)c1OC	0.0
Cc1ccccc1N1CC(C(=O)Nc2c(C)cccc2C)CC1=O (stereo unspecified)	-5.7
O=C(NC1CCCCC1)c1ccc(F)c(S(=O)(=O)N2CCOCC2)c1	4.7
O=C(c1ccccc1-c1ccccc1)N1CCC(Cn2cc(CO)nn2)CC1	6.1
CC(NC(=O)C1(c2cccs2)CCOCC1)c1ccccc1 (stereo unspecified)	-4.1
CCN(c1ccccc1)S(=O)(=O)c1ccc(NC(=O)c2ccc(OC)cc2)cc1	-2.0
CCN(CC)c1ccc(NC(=O)Cc2ccc(F)cc2)cc1	-2.8
COc1ccccc1CNC(=O)C1CCC(CNS(=O)(=O)c2ccc3c(c2)CCCC(=O)N3)CC1 (stereo unspecified)	-0.2
Cc1ccc(N(Cc2cccs2)C(=O)c2ccc(Br)o2)cc1	3.4
CCOC(=O)c1c(C)n(-c2ccccc2)c2ccc(OC(=O)c3cccc(OC)c3OC)cc12	4.7
CCOc1ccc(C(=O)N2CCCN(C(=O)c3ccc(OCC)cc3)CC2)cc1	-2.7
CC1(C)SC(=O)C(=NC(=O)Cc2ccccc2)CN[C@H]1C(=O)OCc1ccccc1	-1.7
Cc1ccc(NC(=O)c2cccc3c2-c2ccccc2C3=O)cc1C	8.8
CCCOc1ccc(C(=O)Nc2cccc(NC(=O)c3ccc(Cl)cc3Cl)c2)cc1	-5.1
O=C1C(=NCC2CCCO2)C(Cl)C(=O)N1Cc1ccccc1 (stereo unspecified)	0.0
Cc1nn(C)cc1CN(C)C(=O)c1nn2c(C(F)(F)F)cc(-c3cccs3)nc2c1Cl	4.3
Cc1nn(-c2ccccc2)c2sc(C(=O)Nc3ccc(Cl)cc3Cl)cc12	3.5
O=C1CCSc2ccc(S(=O)(=O)Nc3cccc(C(F)(F)F)c3)cc2N1	0.6
Cc1ccc(C)c(OCC(=O)Nc2sc3c(c2C#N)CCCC3)c1C	-12.4
COC(=O)C1C2(C)N=c3s/c(=C\c4cc(Cl)cc(Cl)c4O)c(=O)n3C3c4ccccc4OC312 (stereo unspecified)	41.3*
CCCCS(=O)(=O)c1oc(-c2cccs2)nc1S(=O)(=O)c1ccccc1	3.0
Cc1ccc2nc(N3CCN(c4cccc(C)c4C)CC3)c3nncn3c2c1	-5.2
Cc1c(CNC2CCCCC2)c(C(=O)O)c(C)n1Cc1cccc(Cl)c1	1.5
COc1cccc2c1Oc1ncccc1N(C(=O)Nc1ccc(F)c(Cl)c1)C2	0.1
O=C(Oc1cc(=O)n2ccccc2n1)c1ccc(Cl)cc1Cl	0.5
COc1ccc(CCNC(=O)CCCn2c(=O)c3cccn3c3ccccc32)cc1OC	4.6
CC(C)NC(=O)C1CCN(C2CCN(C(=O)C(C)n3cnc4ccccc43)CC2)CC1 (stereo unspecified)	2.5
CCOC(=O)c1c(NC(=O)c2nc(S(C)(=O)=O)ncc2Cl)sc(C(C)=O)c1C	0.7
O=S(=O)(Nc1cccc(Cl)c1)c1ccc2ccccc2c1	-0.3
CC1=Nc2ccccc2SC1C(=O)OCc1ccccc1 (stereo unspecified)	-8.7
COc1ccc(S(=O)(=O)N2CCC(C)CC2)cc1C(=O)N1CCCC1	-0.8
CCOc1cc(C2C(C(=O)OC(C)C)C(=O)CC(C)(O)C2C(=O)OC(C)C)ccc1O (stereo unspecified)	9.3

No new results follow: entries from further up.
SMILES	RBX1-CUL1 inh
O=C1CCSc2ccc(S(=O)(=O)Nc3cccc(C(F)(F)F)c3)cc2N1	0.6
Cc1ccc(C)c(OCC(=O)Nc2sc3c(c2C#N)CCCC3)c1C	-12.4
COC(=O)C1C2(C)N=c3s/c(=C\c4cc(Cl)cc(Cl)c4O)c(=O)n3C3c4ccccc4OC312 (stereo unspecified)	41.3*
CCCCS(=O)(=O)c1oc(-c2cccs2)nc1S(=O)(=O)c1ccccc1	3.0
Cc1ccc2nc(N3CCN(c4cccc(C)c4C)CC3)c3nncn3c2c1	-5.2
Cc1c(CNC2CCCCC2)c(C(=O)O)c(C)n1Cc1cccc(Cl)c1	1.5
COc1cccc2c1Oc1ncccc1N(C(=O)Nc1ccc(F)c(Cl)c1)C2	0.1
O=C(Oc1cc(=O)n2ccccc2n1)c1ccc(Cl)cc1Cl	0.5
COc1ccc(CCNC(=O)CCCn2c(=O)c3cccn3c3ccccc32)cc1OC	4.6
CC(C)NC(=O)C1CCN(C2CCN(C(=O)C(C)n3cnc4ccccc43)CC2)CC1 (stereo unspecified)	2.5
CCOC(=O)c1c(NC(=O)c2nc(S(C)(=O)=O)ncc2Cl)sc(C(C)=O)c1C	0.7
O=S(=O)(Nc1cccc(Cl)c1)c1ccc2ccccc2c1	-0.3
CC1=Nc2ccccc2SC1C(=O)OCc1ccccc1 (stereo unspecified)	-8.7
COc1ccc(S(=O)(=O)N2CCC(C)CC2)cc1C(=O)N1CCCC1	-0.8
CCOc1cc(C2C(C(=O)OC(C)C)C(=O)CC(C)(O)C2C(=O)OC(C)C)ccc1O (stereo unspecified)	9.3

The list continues:
SMILES	RBX1-CUL1 inh
Cc1noc(C)c1C(=O)N1CCc2onc(-c3ccccc3)c2C1	-4.7
COc1ccccc1C(=O)NCc1nc(-c2ccccc2NS(=O)(=O)Cc2ccccc2)oc1C	8.3
CC1C(=NC(=S)NC(NC(=O)c2ccco2)C(Cl)(Cl)Cl)C(=O)N(c2ccccc2)N1C (stereo unspecified)	-8.8
CCCc1cc(=O)oc2cc(C)c3c(-c4ccccc4)c(C)oc3c12	8.1
COc1ccc(OC)c(CCNC(=O)c2c(C)nn(-c3ccc(F)cc3)c2-n2cccc2)c1	2.0
COC(=O)c1c(NC(=O)COc2ccc(Cl)cc2C)sc2c1CCC(C(C)(C)C)C2 (stereo unspecified)	-4.2
CCOC(=O)c1sc(N2C(=O)c3oc4ccc(F)cc4c(=O)c3C2c2ccc(O)cc2)nc1C (stereo unspecified)	-4.5
CCCCc1nn2c(=O)cc(COC(=O)c3cccc(OC)c3)nc2s1	-4.4
O=C(c1coc(COc2cccc3cnccc23)n1)N1CCCC1	0.7
CCCC1=NCCn2c1ccc2-c1cc(Cl)cc(Cl)c1	-4.2
CC(=O)N1N=C(c2ccccc2)CC1c1cccc(Br)c1 (stereo unspecified)	-3.2
Cc1ccc2c(c1)CN(C(=O)CCOc1ccccc1)CC(c1ccsc1)O2 (stereo unspecified)	6.0
COc1ccc(OCC(=O)Nc2ccc3oc(-c4ccc(-c5ccccc5)cc4)nc3c2)cc1	-4.4
COc1ccc(Cl)cc1S(=O)(=O)Oc1cccc(C)c1C	1.3
CCOC(=O)c1ccc(NC(=O)CC2Sc3ccc(C(F)(F)F)cc3NC2=O)cc1 (stereo unspecified)	5.1
CC(C)c1ccc(C2c3c(-c4ccccc4O)n[nH]c3C(=O)N2Cc2ccncc2)cc1 (stereo unspecified)	-6.1
CCCc1ccc(C2Sc3ccccc3N=C3c4ccccc4C(=O)C32)cc1 (stereo unspecified)	6.0
CCOc1ccc(CNC(=O)C2CCN(C(=O)N3CC(CC)Oc4ccc(C)cc43)CC2)cc1OC (stereo unspecified)	5.8
O=C(CCCc1cccs1)N1CCOc2ccc(CN3CCN(c4ncccn4)CC3)cc2C1	11.4
CCN1CCN(C(c2ccc(F)cc2)C2C(=O)C=C(C)N(CCOC)C2=O)CC1 (stereo unspecified)	-1.2
COC(=O)c1cc2occc2n1CC(=O)Nc1ccc(C)cc1Cl	5.4
COC(=O)c1c(NC(=O)c2ccn(C)n2)sc2c1CCCCCC2	6.2
CCCSc1nc2sc(C)c(C)c2c(=O)n1-c1ccc(Cl)cc1	4.4
O=[N+]([O-])c1ccc(Sc2nnc(Sc3ccc([N+](=O)[O-])cc3)s2)cc1	-2.2
O=c1oc2ccccc2cc1-c1ccc(S(=O)O)cc1	-3.2
CCc1nc(C)c(C(=O)N2CCC(n3cc(CO)nn3)CC2)s1	9.2
COc1ccc(C2c3c(n[nH]c3-c3ccc4c(c3)OCO4)OC(=N)C2C#N)cc1O (stereo unspecified)	-8.4
O=C(NCc1ccccc1Cl)C1CCCN(C(=O)c2cnn(-c3ccc(F)cc3)c2-n2cccc2)C1 (stereo unspecified)	5.8
COc1cc(NC(=O)c2cc3ccccn3n2)cc(OC)c1OC	-0.3
COc1c(Cl)cnn(-c2ccc(Cl)c(C(F)(F)F)c2)c1=O	-0.4

Single entries from the entries so far:
For RBX1-CUL1 inh, O=c1oc2ccccc2cc1-c1ccc(S(=O)O)cc1 is listed with -3.2
For RBX1-CUL1 inh, CCOc1ccc(CNC(=O)C2CCN(C(=O)N3CC(CC)Oc4ccc(C)cc43)CC2)cc1OC (stereo unspecified) is listed with 5.8

(list continues)
SMILES	RBX1-CUL1 inh
Cc1cc(OC(=O)c2ccco2)ccc1NC(=O)c1ccco1	-1.3
COc1ccc(-c2nc(CS(=O)CC(=O)NCCc3ccccc3)c(C)o2)cc1OC (stereo unspecified)	1.5
COc1ccc(CNc2ccc(N3CCOCC3)cc2)c(OC)c1	1.2
CCc1ccc(NC(=O)C2(c3cccs3)CCOCC2)cc1	-5.9
O=C(Nc1ccc2c(c1)OCO2)c1cc(-c2ccc(Br)cc2)on1	2.7
CC(C(=O)Nc1cc(C(F)(F)F)ccc1Cl)n1nnc2sc3c(c2c1=O)CCCC3 (stereo unspecified)	5.4
Cc1ccc(NC(=O)Cn2nc(-c3ccccc3)nc2-c2ccccc2)cc1	-0.5
CCn1c2ccccc2c2cc(/C=N/NC(=O)Cn3c(-c4nonc4N)nc4ccccc43)ccc21	-1.6
CC1Cc2cc(C(=O)N3CCCCC3)ccc2N1S(C)(=O)=O (stereo unspecified)	10.6
CCN(Cc1ccccc1)c1nc(CNC(=O)Cn2nc(C)c3ccccc3c2=O)nc2ccccc12	1.8
C=CCN1CCN(C(=O)c2cc(Br)ccc2Cl)CC1	-1.9
COc1ccc(-c2noc(COc3cc(C)c(Br)c(C)c3)n2)cc1OC	-4.7
C=CCSc1nc2ccc(NC(=O)c3sc4nc(-c5cccc(OC)c5)ccc4c3N)cc2s1	4.1
COc1ccc(N=Cc2cc3c(cc2O)OC(=N)C(C#N)C3c2cccc(Cl)c2)cc1 (stereo unspecified)	4.3
N#Cc1c(-c2ccccc2)cc(-c2ccccc2)nc1N(Cc1ccccc1)C(=O)Cc1ccccc1	-8.1
COc1ccc(CCNC(=O)C(C)n2nc(C)c3sc4ccccc4c3c2=O)c(OC)c1 (stereo unspecified)	-8.9
CCOC(=O)C1C(c2ccccc2)=NC(=S)NC1c1ccc(F)cc1 (stereo unspecified)	-6.0
CCC(=O)C1CCCN(C(=O)CCC2(Cc3ccc(F)cc3)CCC(=O)N2)C1 (stereo unspecified)	0.3
COCc1cc(C)nc2oc(C(=O)c3ccccc3)c(N)c12	15.2
CCNc1nc2[nH]c(=O)c3c(c2s1)OC(=N)C(C#N)C3c1cccs1 (stereo unspecified)	2.2
COc1cc(/C(C)=N/N2CCN(C3c4ccccc4-c4ccccc43)CC2)ccc1O	5.2
CCc1cccc(NC(=O)C2CCCN2S(=O)(=O)c2ccc3c(c2)n(C)c(=O)c(=O)n3C)c1 (stereo unspecified)	-5.9
CCCCn1cc(S(=O)(=O)c2ccc(OC)cc2)c(=O)c2cc(F)c(N3CCCC3)cc21	1.2
O=C(Cn1cc(/C=N/NC(=O)c2cccc(C(F)(F)F)c2)c2ccccc21)Nc1ccccc1	8.5
COc1ccc(CN2CCOc3ccc(C(O)Cc4ccccc4)cc3C2)c(OC)c1OC (stereo unspecified)	17.6
COc1ccc(-n2c(Cn3nc(C(F)F)cc3C(F)F)n[nH]c2=S)cc1	-0.7
CC(C)(C)c1ccc(NC(=O)CSc2nc3[nH]ncc3c(=O)n2-c2ccccc2)cc1	8.7
O=C(C1=CCCC1)N1CCC(C2(c3ccccn3)NC(=O)N(CCc3cccs3)C2=O)CC1 (stereo unspecified)	-8.3
Cc1cccc2[nH]c(CN(C)C(=O)C3(N(C)C)Cc4ccccc4C3)nc12	-0.3
CCn1c(SCc2ccccc2)nnc1-c1nonc1NC(C)=O	10.9
N#C/C(=C/c1ccc([N+](=O)[O-])o1)C(=O)O	73.2*
COc1ccc(NC(=O)C(OC(C)=O)C(OC(C)=O)C(OC(C)=O)C(OC(C)=O)C(=O)Nc2ccc(OC)cc2)cc1 (stereo unspecified)	4.9
CCOc1ccccc1NC(=O)C(C)Sc1nc(-c2ccccc2)c(C#N)c(=O)[nH]1 (stereo unspecified)	2.9
COc1ccc(OC)c(NC(=O)CN(Cc2ccc(Cl)cc2)S(=O)(=O)c2ccccc2)c1	-10.3
O=[N+]([O-])c1ccc(Cl)c(-c2ccc(C=Nc3ccc4oc(-c5ccccc5Br)nc4c3)o2)c1	2.8
CCCCn1c(=N)c(C(=O)NC2CCCCC2)cc2c(=O)n3cccc(C)c3nc21	-0.4
CCCCN(CC)CCCNC(=O)C1CCCN(c2ncnc3c2nc2n3CCCCC2)C1 (stereo unspecified)	-3.2
Cc1ccc(NC(=O)CCC(=O)NNC(=O)CCc2ccccc2)c(C)c1	13.4
CC(C(=O)NC1CCCCC1)N1CCN(c2ccccc2)CC1 (stereo unspecified)	-0.2
Cc1oc(-c2cccc(Cl)c2)nc1CN(CCO)C(C)C	-2.4
